High-throughput results: PubChem, The Scripps Research Institute Molecular Screening Center
pPAFAH FP inh: pPAFAH enzyme inhibitors, primary screen, biochemical, fluorescence polarization, human; Platelet-activating factor acetylhydrolase (Homo sapiens), Q13093; recombinant pPAFAH, FP-rhodamine probe fluorescence polarization; inhibition, % at 3.39 µM; 330,000 tested, 1.5% active; AID 463082, 2010;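 active = inhibition above the mean inhibition across the screen plus 3 SD, cut at about 25% in these data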;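 also: inhibitors block binding of the rhodamine activity-based probe so polarization drops; 0% = enzyme with DMSO and 100% = wells lacking pPAFAH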
Target sequence (Q13093 whole entry, looked up): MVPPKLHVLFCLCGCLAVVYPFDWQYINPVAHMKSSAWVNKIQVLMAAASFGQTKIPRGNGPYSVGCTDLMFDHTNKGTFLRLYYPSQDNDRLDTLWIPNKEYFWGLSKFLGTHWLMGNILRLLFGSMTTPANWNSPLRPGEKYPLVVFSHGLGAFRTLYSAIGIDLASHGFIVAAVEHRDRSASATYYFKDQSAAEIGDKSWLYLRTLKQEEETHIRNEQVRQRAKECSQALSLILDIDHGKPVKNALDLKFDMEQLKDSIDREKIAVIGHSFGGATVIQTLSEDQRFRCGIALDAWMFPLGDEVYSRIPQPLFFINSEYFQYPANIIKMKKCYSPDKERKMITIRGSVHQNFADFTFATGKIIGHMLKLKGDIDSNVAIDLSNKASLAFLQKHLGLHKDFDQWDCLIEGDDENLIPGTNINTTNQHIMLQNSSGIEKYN
PAFAH1B2 inh: PAFAH1B2 enzyme inhibitors, primary screen, biochemical, fluorescence polarization, human | recombinant PAFAH1B2, FP-rhodamine activity probe | inhibition, % at 3.39 µM | Platelet-activating factor acetylhydrolase IB subunit alpha2 (Homo sapiens), P68402 | 340,000 tested, 1.2% active;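 active = inhibition above the mean of all tested compounds plus 3 SD, cut at about 24% in these data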;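 also: 0% = enzyme with DMSO and 100% = wells lacking PAFAH1B2; many of its hits are not listed in these tables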
Fam108B counter: mouse Fam108B serine hydrolase inhibitors, primary screen, counter-screen for RBBP9 inhibitor project, biochemical, fluorescence polarization; recombinant Fam108B, FP-Rh probe fluorescence polarization; inhibition, % at 9.51 µM; 300,000 tested, 0.33% active; AID 1947, 2009;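 active = inhibition above the screen mean inhibition plus 3 SD, computed separately per campaign, cut at about 18% in these data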;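 also: inhibitors lower polarization as less probe binds the enzyme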
PAD4 inh: human PAD4 inhibitors, primary screen, biochemical, fluorescence polarization, 1536-well format; Protein-arginine deiminase type-4 (Homo sapiens), Q9UM07; recombinant PAD4, RCA probe fluorescence polarization; inhibition, % at 6.36 µM; 330,000 tested, 0.41% active;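 active = percent inhibition above a cutoff equal to the mean of all tested compounds plus 3 SD, cut at about 15% in these data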;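 also: 0% = PAD4 with RCA probe and DMSO and 100% = probe without PAD4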
PME-1 inh: PME-1 inhibitors via competitive probe labeling, primary screen, biochemical, fluorescence polarization, FP-Rh probe, HTS. Protein phosphatase methylesterase 1 (Homo sapiens), Q9Y570. recombinant PME-1. inhibition, % at 5.9 µM. 320,000 tested, 0.53% active;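 active = inhibition above the campaign mean of all compounds plus 3 SD, cut at about 26% in these data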;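 also: competitive labeling of PME-1 active site by serine hydrolase directed probe; 0% = PME-1 with DMSO and 100% = wells lacking PME-1 enzyme; inhibitors block probe labeling so polarization falls and inhibition rises; many of its hits are not listed in these tables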
Target sequence (Q9Y570 whole entry, looked up): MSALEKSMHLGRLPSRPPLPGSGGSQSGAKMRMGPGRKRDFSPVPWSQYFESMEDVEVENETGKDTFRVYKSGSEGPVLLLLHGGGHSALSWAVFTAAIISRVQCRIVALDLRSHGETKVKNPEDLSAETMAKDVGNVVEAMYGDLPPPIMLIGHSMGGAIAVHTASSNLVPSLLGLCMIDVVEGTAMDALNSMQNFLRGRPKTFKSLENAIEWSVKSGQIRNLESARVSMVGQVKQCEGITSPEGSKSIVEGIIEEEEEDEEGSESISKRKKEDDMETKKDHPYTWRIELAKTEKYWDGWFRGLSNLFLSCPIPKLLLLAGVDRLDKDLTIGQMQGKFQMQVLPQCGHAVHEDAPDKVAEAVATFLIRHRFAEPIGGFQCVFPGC
PAFAH1B3 inh: PAFAH1B3 enzyme inhibitors, primary screen, biochemical, fluorescence polarization, human. AID 492972, 2010. inhibition, % at 3.39 µM. 340,000 tested, 0.28% active. Platelet-activating factor acetylhydrolase IB subunit alpha1 (Homo sapiens), Q15102. recombinant PAFAH1B3, FP-rhodamine probe;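 active = inhibition above the screen-wide average of all tested compounds plus 3 SD, cut at about 25% in these data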;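 also: 0% = enzyme with DMSO only and 100% = wells lacking PAFAH1B3 protein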
GSTO1 counter: inhibitors of recombinant GSTO1, primary screen, counter-screen for RBBP9 inhibitor project, biochemical, fluorescence polarization | activity-based probe fluorescence polarization | 300,000 tested, 1.1% active | inhibition, % at 5.96 µM | Glutathione S-transferase omega-1 (Homo sapiens), P78417;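 active = inhibition above the campaign mean inhibition plus 3 SD, cut at about 35% in these data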;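 also: 0% = GSTO1-1 with DMSO and 100% = wells lacking GSTO1-1 enzyme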
LYPLA1 inh: LYPLA1 inhibitors, primary screen, counter-screen for PME1 inhibitor project, biochemical, fluorescence polarization, FP-Rh probe ABPP; inhibition, % at 5.9 µM; recombinant LYPLA1; 320,000 tested, 0.16% active; Acyl-protein thioesterase 1 (Homo sapiens), O75608;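 active = inhibition above the mean of all tested compounds plus 3 SD, set per campaign, cut at about 14% in these data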;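 also: inhibitors block serine hydrolase probe labeling of LYPLA1 so polarization falls; 0% = enzyme with DMSO and 100% = wells lacking LYPLA1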
PAFAH2 inh: PAFAH2 enzyme inhibitors, primary screen, biochemical, fluorescence polarization, human | Platelet-activating factor acetylhydrolase 2, cytoplasmic (Homo sapiens), Q99487 | recombinant PAFAH2, FP-rhodamine activity probe | inhibition, % at 3.39 µM | 340,000 tested, 0.99% active | AID 492956, 2010;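 active = inhibition above the mean over all tested compounds plus 3 SD, cut at about 30% in these data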;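 also: inhibitors block probe labeling of enzyme so polarization drops; 0% = enzyme with DMSO and 100% = wells lacking PAFAH2 protein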
An asterisk follows results filed as active; nt = no result given. These rows are one share of the data. The share of hits here may be higher or lower than overall.

SMILES,pPAFAH FP inh,PAFAH1B2 inh,Fam108B counter,PAD4 inh,PME-1 inh,PAFAH1B3 inh,GSTO1 counter,LYPLA1 inh,PAFAH2 inh
Cc1ccc(CNS(=O)(=O)c2ccc3oc(C(=O)O)c(C)c3c2)cc1,-4,9,0,4,-4,0,1,-3,-5
Cc1cccc(C)c1NC(=O)Cn1c(=O)n(CCCC(=O)NC2CCN(Cc3ccccc3)CC2)c(=O)c2ccccc21,9,4,-1,-1,-6,11,6,-1,-6
COc1ccc(NC(=O)C2CCCN(C)C2)cc1OCC(C)C (centres undefined),1,2,-1,4,-2,5,2,1,9
COc1ccc(CSCC(=O)N/N=C/c2ccc(OCC(=O)NCc3ccco3)cc2)cc1,1,-1,-2,-5,0,-1,9,0,3
O=c1ccc(S(=O)(=O)N2CCCC2)cn1Cc1ccc(F)cc1,5,1,nt,-5,-3,5,nt,-1,5
Cc1cc(C)cc(NC(=O)C2CCN(S(=O)(=O)c3c(C)n[nH]c3C)CC2)c1,7,-1,-4,-1,-7,10,0,0,1
COc1ccc(Br)cc1CSC(=N)N,-1,4,3,1,-4,4,5,3,2
CCOC(=O)[C@@H]1[C@H]2COc3ccccc3[C@H]2N2C(=O)N(c3ccc(F)cc3)C(=O)[C@]12C,2,1,6,4,-3,-15,16,1,-2
Cc1cc(C)c(OCCN2CCOCC2)c(Cl)c1,5,4,0,-1,1,-3,0,1,4
Cc1noc(C)c1S(=O)(=O)N1CCC(C(=O)N2CCC(C)CC2)CC1,1,-2,3,3,11,-9,-3,4,0
O=C(Nn1nnnc1Nc1ccccc1)C12CC3CC(CC(C3)C1)C2,5,27*,-2,-2,-1,3,-5,-1,4
COc1cccc(C(=O)N[C@@H](CCSC)c2nc3ccccc3[nH]2)c1,2,2,3,1,-5,7,9,0,3
CC(=O)Nc1c(C(=O)Nc2ccc3c(c2)OCO3)oc2ccccc12,15,7,4,-1,5,6,-3,4,-2
Cc1ccc2nc(Cl)c(CN(C(=O)c3cnccn3)C3CCCCC3)cc2c1,11,5,0,4,-3,-8,-5,-2,4
O=C(NC1CCN(S(=O)(=O)c2cccc([N+](=O)[O-])c2)CC1)C1CCCCC1,1,5,-3,-2,-1,5,2,1,2
O=c1c(O)c(-c2ccccc2)oc2cc(O)cc(O)c12,7,12,nt,-5,nt,23,nt,nt,13
Fc1ccc(NC(=S)NCCN2CCOCC2)c(F)c1F,6,1,5,0,-2,3,9,3,5
O=C(O)CSc1cccc2cccc(C(=O)O)c12,-7,5,-7,5,-8,3,-2,-3,-5
Cc1cccc(NC(=O)[C@@H]2CCCN2C(=O)OC(C)(C)C)c1,6,2,0,3,-1,-3,-1,2,1
Brc1cccc(/C=N/Nc2nc(N3CCCCC3)nc(N3CCCCC3)n2)c1,1,nt,0,3,4,nt,0,-1,nt
CN(C)C(CNS(=O)(=O)c1ccc(F)cc1)c1cccnc1 (centres undefined),0,4,1,-2,-7,-5,0,-2,0
CCN(C[C@H]1N[C@@](CC)(C(=O)OC)[C@H]2C(=O)N(C)C(=O)[C@@H]12)C(=O)COC,2,4,nt,-1,nt,-4,nt,nt,11
CCOC(=O)[C@H]1[C@H]2COc3ccccc3[C@@H]2N2C(=O)CN(Cc3ccc(C)cc3)C(=O)[C@@]12C,-4,0,nt,2,nt,-6,nt,nt,-6
Cc1cc(N)n2nc(C)c(-c3ccc(Cl)cc3)c2n1,9,3,4,2,11,1,2,5,0
O=C(c1cc2c(s1)-c1ccccc1S(=O)(=O)C2)N1CCN(Cc2ccccc2)CC1,5,4,-5,-9,4,10,5,-2,8

Three compounds already listed, sorted by molar mass, highest first.
SMILES,pPAFAH FP inh,PAFAH1B2 inh,Fam108B counter,PAD4 inh,PME-1 inh,PAFAH1B3 inh,GSTO1 counter,LYPLA1 inh,PAFAH2 inh
Cc1cccc(C)c1NC(=O)Cn1c(=O)n(CCCC(=O)NC2CCN(Cc3ccccc3)CC2)c(=O)c2ccccc21,9,4,-1,-1,-6,11,6,-1,-6
CN(C)C(CNS(=O)(=O)c1ccc(F)cc1)c1cccnc1 (centres undefined),0,4,1,-2,-7,-5,0,-2,0
O=c1c(O)c(-c2ccccc2)oc2cc(O)cc(O)c12,7,12,nt,-5,nt,23,nt,nt,13

The listing continues:
SMILES,pPAFAH FP inh,PAFAH1B2 inh,Fam108B counter,PAD4 inh,PME-1 inh,PAFAH1B3 inh,GSTO1 counter,LYPLA1 inh,PAFAH2 inh
COc1ccc2oc(C(=O)N3CCN(C/C=C/c4ccccc4)CC3)c(C)c2c1,0,-1,nt,-3,1,-3,nt,-1,-1
CC(C)NC(=O)/C(C#N)=C/c1cccc(NC(=O)c2ccccc2Cl)c1,-3,3,-2,2,-2,9,-9,3,-9
CCOC(=O)c1cn(-c2ccccc2CO)c2c(F)c(F)c(F)cc2c1=O,0,8,0,-3,-3,12,-2,-1,8
O=C(COc1ccc([N+](=O)[O-])cc1)Nc1ccncc1,-3,1,1,-6,2,-1,0,-3,-6
CCCCC(=O)Nc1ccc(C(=O)N2CCN(c3ccccc3OC)CC2)cc1,6,-3,-1,5,-6,-9,-1,2,-4
CSc1ccc(C(=O)C2CCCN(C(=O)c3ccc4c(c3)OCO4)C2)cc1 (centres undefined),9,3,-2,0,17,3,-5,0,-4
CNC(=O)NC(=O)CSc1nnc(-c2ccc(F)cc2)n1CC1CCCO1 (centres undefined),0,6,2,-5,-5,-3,-17,-1,-2
O=C(NC(=S)Nc1ccccc1N1CCOCC1)c1cccs1,1,1,-4,1,5,14,7,-1,5
CCC(=O)c1ccc(CCCCCC(=O)O)s1,20,2,0,6,7,0,1,0,1
Cc1c(NC(=O)/C(C#N)=C/c2ccc(-c3cc(Cl)ccc3Cl)o2)c(=O)n(-c2ccccc2)n1C,11,1,2,2,3,-4,2,5,12
COc1ccc(NC(=O)CSCC(=O)Nc2cc(Cl)ccc2N2CCOCC2)cc1,10,15,-2,0,1,0,3,-4,-12
COC(=O)c1ccc(N2Cc3ccccc3/C2=N\C(=O)Nc2ccccc2)cc1,1,2,3,-4,-3,8,4,-1,-4
O=c1c(-c2nn[nH]n2)coc2ccc(Cl)cc12,-7,2,-4,-3,-4,1,9,-2,5
O=C(Cc1ccccc1)NCc1n[nH]c(=S)n1-c1ccccc1,-8,12,-1,1,-7,5,1,-1,9
O=C1/C(=C/c2ccccc2)SC(=S)N1CCCC(=O)N1CCCCC1CCO (centres undefined),1,7,-1,-25,-6,2,10,3,9
CN(c1ccccc1)S(=O)(=O)c1cccc(NC(=O)c2cc(=O)c3ccccc3o2)c1,1,-4,-18,-3,-25,-13,-36,-36,-16
OC[C@H]1O[C@@H](O[C@@H]2[C@@H](CO)O[C@@](O)(CO)[C@H]2O)[C@H](O)[C@@H](O)[C@H]1O,-2,6,-1,1,5,8,7,-4,-2
CC(C)[C@H](NC(=O)NCCc1ccc(F)cc1)C(=O)O,-4,4,3,-5,0,16,-6,7,0
COc1ccc(S(=O)(=O)N(C)C[C@H]2Oc3ccc(NC(=O)NC(C)C)cc3C(=O)N([C@H](C)CO)C[C@@H]2C)cc1,4,5,nt,1,nt,19,nt,nt,-4
O/N=C1/CCc2cccc3cccc1c23,8,5,0,-4,2,7,-4,-1,4
N#Cc1ccc(OCC(O)CS(=O)(=O)c2ccccc2)cc1 (centres undefined),-1,2,-2,-7,-7,9,-1,-2,9
COc1ccc(-c2nc3n(c2Br)CCC3)cc1,3,6,-2,-2,1,2,3,1,2
Cc1ccc(N2CC(C(=O)NC3CCC(C)CC3)CC2=O)cc1 (centres undefined),3,3,5,-3,5,10,8,3,-3
Cc1ccnc2nc(C(=O)OCC(=O)NC(=O)NCc3ccco3)nn12,0,2,-2,3,-5,2,11,2,1
O=C(O)c1ccccc1,6,5,nt,-1,nt,10,nt,nt,8
Cc1cc(C)cc(OCc2ccc(C(=O)NN)o2)c1,-5,4,-5,-9,-11,-3,-7,-10,-2
CC(=O)c1cccc(S(=O)(=O)NCCC(=O)O)c1,1,4,-1,-3,-2,1,3,-1,-3
CSc1ncc(CN2CCC(C(=O)Nc3cccc(-c4cscn4)c3)CC2)cn1,0,-1,1,-7,4,6,5,0,4
O=C(Nc1ccnc(-c2ccncc2)n1)c1ccc(F)cc1,-1,6,2,-4,0,-1,11,-2,2
Cc1nc2scc(C)n2c(=O)c1S(=O)(=O)Nc1ccc(N2CCN(S(C)(=O)=O)CC2)cc1,5,4,-3,4,1,3,9,1,-1
CCN(CC)CCOc1nnc(-c2ccc(OC)cc2)c2ccccc12,3,-4,-1,-1,1,-4,3,3,-2
O=C(NCCS(=O)(=O)N1CCCCC1)c1ccc2c(c1)OCO2,1,2,2,1,0,5,-3,-4,1
O=C(NCc1nnc2c(C(F)(F)F)cc(Cl)cn12)c1cccnc1,3,2,2,-3,-1,7,-2,-6,2
